S1P2 antag – human S1P2 receptor antagonists, primary screen, cell-based. inhibition, % at 5 µM. AID 736, 2007. hit rate 0.21% among 97,000. Sphingosine 1-phosphate receptor 2 (Homo sapiens), O95136. cell-based S1P2 antagonist assay, inhibition at 5 uM; in the data active = inhibition above about 45%;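 note: CRE beta-lactamase reporter cells expressing human S1P2 stimulated with S1P; 0% = agonist at EC80 alone and 100% = agonist plus reference antagonist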
Target sequence (O95136 whole entry, looked up): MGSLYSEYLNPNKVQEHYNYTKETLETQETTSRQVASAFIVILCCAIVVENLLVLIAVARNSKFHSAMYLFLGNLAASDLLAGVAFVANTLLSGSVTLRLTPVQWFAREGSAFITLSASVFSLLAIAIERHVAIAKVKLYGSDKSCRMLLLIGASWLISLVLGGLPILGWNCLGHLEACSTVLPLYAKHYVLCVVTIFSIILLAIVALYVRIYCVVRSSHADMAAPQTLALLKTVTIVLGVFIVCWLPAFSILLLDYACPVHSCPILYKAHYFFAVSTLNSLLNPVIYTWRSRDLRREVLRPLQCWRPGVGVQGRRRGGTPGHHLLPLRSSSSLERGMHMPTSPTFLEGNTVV
PostGolgi yeast – phenotypic screen on post-Golgi transport, primary screen; AID 739, 2007; hit rate 0.9% among 98,000; post-Golgi transport phenotypic cell assay; inhibition, % at 10 µM;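 note: yeast cells grown in 1536-well plates; yeast grown about 18 h at 30C before absorbance read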
Lung fibro prol – antiproliferative effect on LL 47 fibroblasts – human, LL 47 cells, CellTiter-Glo luminescence, primary screen. LL 47 human lung fibroblast viability, ATP luminescence; hits give low values. viability, % at 10 µM. hit rate 1.1% among 85,000. AID 719, 2007;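 active = viability at or below 50% in the single dose screen; inactive = viability above 50%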;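 note: compound exposure lasted 72 h before the ATP readout; 100% = median luminescence of untreated cell-only wells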
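test system = LL 47 human lung fibroblasts | amount = 1,150 fibroblasts seeded per well | medium = 15% FBS in IMEM | times = overnight cell rest, 72 h compound treatment at 37 °C | measured by = CellTiter-Glo luminescence measuring cellular ATP | read-out = viability percentage against median untreated-cell control | benchmarks = cell-only wells, no compound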
PostGolgi ctrl – growth inhibition of yeast control strain, primary screen, counter-screen for post-Golgi transport modulator project | efflux-deficient yeast background strain, growth absorbance A615, 16 h | inhibition, % at 10 µM | hit rate 5% among 98,000
S1P2 agonist – S1P2 receptor agonists, primary screen, cell-based. Sphingosine 1-phosphate receptor 2 (Homo sapiens), O95136. S1P2-expressing cell line, agonist reporter read-out. activation, % at 4.5 µM. hit rate 0.46% among 97,000; in the data active = activation above about 16%;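 note: 0% = vehicle low control and 100% = maximal reference agonist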
E coli WT exp – growth inhibitors of wild-type E. coli, primary screen, strain BW25113, expanded library, OD600; OD600 absorbance; growth inhibition, % at 100 µM; hit rate 0.15% among 98,000; AID 710, 2007;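 active = growth inhibition above about 50% at one test dose, limit read from the data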;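 note: growth measured after 20 h incubation at 37 °C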
H69AR inhibit – proliferation blockers of H69AR lung cancer cells, primary screen, cell-based, human, 86K library; AID 598, 2007; viability, % at 10 µM; H69AR lung tumor viability, ATP luminescence, 72 h; hits give low values; hit rate 6% among 85,000;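 active = viability at or below 40%; inactive = viability above 40%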;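 note: multidrug resistant small cell line overexpressing MRP-1 efflux transporter; 100% = mean luminescence of untreated control wells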
hDAT+cocaine – changed hDAT dopamine uptake under cocaine IC80, either direction, primary screen, cocaine antagonist project, cell-based, LLC-PK1 hDAT, [14C]-dopamine uptake, MLSMR; hit rate 1.3% among 110,000; LLC-PK1 hDAT cells, [14C]-dopamine uptake with cocaine IC80; actives deviate in either direction; Sodium-dependent dopamine transporter (Homo sapiens), Q01959; B-score at 10 µM;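 active = Z score or B-score, a plate-position-corrected score, falls beyond the plate's 99.7% confidence bounds, in either direction; inactive = both scores lie inside the 99.7% bounds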;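 note: scored against the spread of the other compound wells on the same plate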
Target sequence (Q01959 whole entry, looked up): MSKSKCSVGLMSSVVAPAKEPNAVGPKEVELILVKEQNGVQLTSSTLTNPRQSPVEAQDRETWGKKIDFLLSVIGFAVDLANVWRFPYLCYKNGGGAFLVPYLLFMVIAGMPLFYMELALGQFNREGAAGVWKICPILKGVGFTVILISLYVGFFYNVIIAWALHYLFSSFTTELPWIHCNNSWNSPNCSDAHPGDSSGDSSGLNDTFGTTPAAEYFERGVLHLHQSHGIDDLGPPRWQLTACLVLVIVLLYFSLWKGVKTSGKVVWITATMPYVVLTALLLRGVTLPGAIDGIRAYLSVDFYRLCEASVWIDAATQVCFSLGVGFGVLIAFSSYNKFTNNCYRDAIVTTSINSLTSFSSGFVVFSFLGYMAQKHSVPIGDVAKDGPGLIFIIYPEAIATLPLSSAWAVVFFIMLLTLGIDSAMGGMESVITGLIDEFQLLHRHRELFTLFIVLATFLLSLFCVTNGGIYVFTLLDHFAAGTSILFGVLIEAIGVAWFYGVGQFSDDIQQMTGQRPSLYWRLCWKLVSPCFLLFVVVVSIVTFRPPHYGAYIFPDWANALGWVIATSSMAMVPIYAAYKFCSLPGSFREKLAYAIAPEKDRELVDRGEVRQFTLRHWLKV
HUVEC inhibit – inhibitors of HUVEC proliferation, primary screen, cell-based, 384-well | hit rate 1.1% among 86,000 | CellTiter-Glo luminescence, 72 h; hits give low values | viability, % at 10 µM (by protocol) | AID 648, 2007;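 active = viability at or below 30%; inactive = viability above 30%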;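 note: 100% = median luminescence of DMSO-only cell control wells on each plate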
* marks the source's active call; other numbers are inactive results; / = not tested or not shown; & = joins results of further samples. Cut-off read from the data, not from the text of the source, unless noted: active = inhibition above about 30%; inactive = the rest.

SMILES | S1P2 antag | PostGolgi yeast | Lung fibro prol | PostGolgi ctrl | S1P2 agonist | E coli WT exp | H69AR inhibit | hDAT+cocaine | HUVEC inhibit
CCN(CC)S(=O)(=O)c1ccc(S(=O)(=O)N2CCN(C(=O)c3ccco3)CC2)cc1 | 0 | / | 106 | / | -2 | / | 86 | 0.31 | 98
CC1CCCCN1C(=O)CSc1nc(-c2ccccc2)cc(=O)[nH]1 (configuration not stated) | 1 | -5 | 101 | -6 | -5 | -3 | 78 | -0.44 | 103
Cn1c(SCc2ccccn2)nnc1-c1cnccn1 | / | -5 | 108 | 0 | / | 1 | 86 | 0.2 | 95
O=C(CCNS(=O)(=O)c1ccc(Cl)cc1)NCc1cccnc1 | 16 | -1 | 98 | -9 | -12 | 9 | 87 | -0.0033 | 99
CCc1nn(C(C)C(=O)NCCc2ccc(OC)c(OC)c2)c(=O)c2cc3occc3n12 (configuration not stated) | / | -9 | / | 5 | / | 0 | / | 0.035 | /
O=C(c1cc(S(=O)(=O)N2CCOCC2)c(Cl)cc1Cl)N1CCCCC1 | -11 | -1 | 98 | -2 | -2 | -1 | 99 | 0.024 | 93
Cc1cc(C)nc(N2CCC(C(=O)NCc3cccs3)CC2)n1 | 24 | 20 | 102 | 0 | -5 | -4 | 94 | -1.7 | 112
CC(=O)Nc1cc(S(=O)(=O)Nc2cccc(C)c2)c(C)cc1C | -11 | -14 | / | 1 | -2 | -2 | / | -0.32 | /
CSc1nnc(Cc2cc(=O)[nH]c(=O)[nH]2)n1-c1cc(C)ccc1C | 2 | -1 | / | 5 | -13 | -1 | 101 | -0.47 | 102
O=C(COc1ccc(Cl)cc1Cl)N1CCCC1 | -2 | 5 | 97 | 5 | -2 | 7 | 95 | -0.11 | 95
Cc1cccc(C(C)Nc2ccc([N+](=O)[O-])cn2)c1 (configuration not stated) | 2 | -10 | / | 8 | -3 | 17 | / | -0.93 | /
COC(=O)c1ccc(NC(=O)CN2CCN(c3cccc(Cl)c3)CC2)cc1 | 12 | 3 | 97 | 27 | -6 | -13 | 93 | -0.25 | 110
CCOC(=O)C1(c2nc(N)cs2)COC(=O)C1 (configuration not stated) | / | -1 | / | 7 | / | 0 | 102 | -0.32 | 90
Fc1ccc(CNc2nc3ccccc3n3nnnc23)cc1 | -13 | -4 | 86 | 5 | -7 | -9 | 66 | -0.99 | 90
CCOC(=O)CN(C(=O)c1ccccc1)c1ccccc1C | 5 | -5 | 100 | 23 | -9 | -3 | 99 | -0.46 | 96
CCC(Cc1ccccc1)NC(=O)C1CCN(S(=O)(=O)c2c(C)noc2C)CC1 (configuration not stated) | -6 | 0 | 100 | -10 | -3 | 3 | 95 | -1.9 | 97
CCOC(=O)CNC(=O)CSc1nnc(-c2ccccc2)n1Cc1ccco1 | 19 | 4 | 111 | -2 | -2 | 2 | 91 | 2.6 | 102
c1ccc2c(Cn3nnc4ccccc43)cccc2c1 | -9 | -2 | 91 | 8 | -2 | 12 | 93 | -0.65 | 94
CC1Cc2ccccc2N1C(=O)CSc1nc2c(c(=O)n(C)c(=O)n2C)n1Cc1ccccc1 (configuration not stated) | -4 | 23 | 93 | 21 | 3 | -12 | 40 | 2.4 | 70
COc1ccc(S(=O)(=O)Cc2ccc(C(=O)N3CCN(c4cccc(C)c4)C(C)C3)o2)cc1 (configuration not stated) | -4 | -8 | 56 | 47* | -1 | 3 | 25* | 0.77&0.12 | 50
CC1=C/C(=C/N(C)c2ccccc2)C(=O)S1 | 1 | -7 | 106 | 7 | -3 | 4 | 80 | 0.04 | 96
COCCNC(=O)Cn1cc2c(n1)CCCCC2 | / | 1 | 97 | 3 | / | 6 | 89 | 0.8 | 102
O=S(=O)(/C=C/c1ccccc1)Nc1ccc2c(c1)OCO2 | -7 | -1 | 99 | 17 | -7 | 12 | 117 | 0.93 | 111
CCCn1c(SCC(=O)NC(=O)Nc2ccc(C)cc2C)n[nH]c1=O | 9 | 5 | 101 | 28 | -1 | -8 | 91 | -0.2 | 94
CSc1cccc(NC(=O)C(C)NS(=O)(=O)c2ccc(F)cc2)c1 (configuration not stated) | -14 | 0 | 101 | 2 | 0 | 1 | 91 | -0.4 | 97
COc1ccc(OC)c(C2=NOC(C(=O)N3CCN(c4ccccc4)CC3)C2)c1 (configuration not stated) | -2 | 11 | 99 | -4 | 0 | -8 | 93 | 1.8 | 96
O=C(NCc1ccccc1)c1ccc(Oc2ccc(C(=O)NCc3ccccc3)cc2)cc1 | 0 | 13 | 96 | 12 | -6 | -4 | 79 | -1.8 | 42
c1ccc(-c2nnc3n2CCCC3)cc1 | 11 | -3 | / | 18 | -5 | 4 | / | 0.94 | /
c1ccc2c(c1)oc1c(NCCCn3ccnc3)ncnc12 | -23 | 1 | 106 | 4 | -5 | 7 | 87 | -0.37 | 86
CCOC(=O)Cc1c(C)nc2c(-c3ccccc3OC)c(C)nn2c1C | 14 | 9 | 95 | 14 | -8 | -2 | 85 | 1 | 100
Cc1cccc(NC(=S)/N=C(\N)Nc2nc(C)c3ccc(C)cc3n2)c1 | -23 | 2 | / | 17 | -4 | 0 | / | 0.38 | /
CCc1ccccc1NC(=S)NCc1ccc2c(c1)OCO2 | 3 | -2 | / | -5 | -6 | 13 | / | -0.38 | /
CCOC(=O)C1CCCN(C(=O)c2cn(CC(C)C)c(=O)c3cc(OC)c(OC)cc23)C1 (configuration not stated) | -10 | 1 | 100 | 4 | -2 | -4 | 63 | -1.5 | 110
NC(CSC12CC3CC(CC(C3)C1)C2)C(=O)O (configuration not stated) | -1 | -3 | 102 | 2 | -6 | 3 | 104 | -0.58 | 94
CCn1cc(C2=NC(C)CO2)c2ccccc21 (configuration not stated) | 12 | -7 | 93 | 16 | 2 | 14 | 81 | 1.7 | 93
CCN1c2ccccc2-c2nc3ccccc3n2C1c1ccncc1 (configuration not stated) | -14 | -14 | 100 | 10 | -4 | 2 | 85 | -1.2 | 90
O=C(c1cn(-c2ccccc2)nc1-c1ccncc1)n1nnc2ccccc21 | -3 | / | / | / | -5 | / | 8.1* | -0.43 | 67
CC1(C)CC(C)(c2ccc(O)cc2O)N(c2cccc(Cl)c2)C(=S)N1 (configuration not stated) | 3 | / | 104 | / | 1 | / | 90 | -0.54 | 97
O=C(NCC1CCCO1)C1CCC(N2C(=O)c3ccccc3C2=O)CC1 (configuration not stated) | 3 | 0 | 104 | 10 | -2 | -2 | 92 | 0.24 | 94
COC(=O)c1ccc(CS(=O)(=O)c2ccc(C)cc2)cc1 | -20 | 0 | 91 | 5 | -3 | -6 | 84 | -1.1 | 84
CCOC(=O)c1ccc(NC(=O)Nc2ccc(OC)c(OC)c2)cc1 | 5 | -4 | 98 | 2 | -10 | 1 | 52 | 0.41 | 86
CCC(=O)Nc1ccc2oc(-c3cccc(C)c3)nc2c1 | 19 | 1 | 106 | 13 | -3 | -2 | 88 | -0.32 | 99
O=S(=O)(/N=C(/Sc1ccccc1)c1ccccc1)c1ccccc1 | 9 | 4 | 50 | 0 | -2 | -3 | 26* | 0.39 | 66
Cc1nnc(NC(=O)Cn2c(=O)sc3ccccc32)s1 | 3 | 0 | / | -3 | -6 | -8 | / | -0.44 | /
Cn1c(SCC(N)=O)nnc1C1CCN(S(=O)(=O)c2ccccc2C(F)(F)F)CC1 | -2 | 3 | 97 | -4 | 0 | -3 | 98 | 0.037 | 85
Cc1nnc(N2C(=O)c3oc4ccccc4c(=O)c3C2c2ccco2)s1 (configuration not stated) | / | -3 | 93 | 1 | / | -4 | 87 | -0.037 | 100
O=C(C1CC1)N1CCN=C1SCc1ccc(F)cc1 | 11 | 4 | 105 | 3 | -6 | -2 | 95 | 0.76 | 98
CC(C)CCNC(=O)C(c1ccco1)N(Cc1ccccc1)C(=O)c1snc(C(N)=O)c1N (configuration not stated) | / | -8 | 103 | 11 | / | -9 | 109 | 1.1 | 103
Cc1c(C=O)c2ccccc2n1CC(=O)N1CCc2ccccc2C1 | 15 | / | 97 | / | -9 | / | 77 | -0.22 | 97
Cc1ccccc1C(=O)NNC(=O)C1CCCN(c2ncccn2)C1 (configuration not stated) | -5 | -7 | / | -11 | -4 | -5 | / | -0.02 | /
CCOC(=O)c1sc(NC(=O)CSc2nnc(C)s2)c(C(=O)OCC)c1C | 3 | -1 | 94 | 4 | -3 | -9 | 64 | -0.72 | 102
CCOC(=O)N1CCC(NC(=O)CCc2nc(-c3ccccc3F)no2)CC1 | -15 | 1 | 98 | 15 | 0 | -7 | 94 | 0.56 | 102
COc1ccc(CCNC(=O)c2c(-c3ccccc3Cl)noc2C)cc1 | -6 | -8 | / | -4 | -5 | 0 | / | 1.3 | /

Shown with two lines to a compound: 6 of the compounds above.
Results follow in this order: S1P2 antag	PostGolgi yeast	Lung fibro prol	PostGolgi ctrl	S1P2 agonist	E coli WT exp	H69AR inhibit	hDAT+cocaine	HUVEC inhibit
Cc1nnc(NC(=O)Cn2c(=O)sc3ccccc32)s1
→ 3	0	/	-3	-6	-8	/	-0.44	/
Cn1c(SCC(N)=O)nnc1C1CCN(S(=O)(=O)c2ccccc2C(F)(F)F)CC1
→ -2	3	97	-4	0	-3	98	0.037	85
Cc1nnc(N2C(=O)c3oc4ccccc4c(=O)c3C2c2ccco2)s1 (configuration not stated)
→ /	-3	93	1	/	-4	87	-0.037	100
O=C(C1CC1)N1CCN=C1SCc1ccc(F)cc1
→ 11	4	105	3	-6	-2	95	0.76	98
CC(C)CCNC(=O)C(c1ccco1)N(Cc1ccccc1)C(=O)c1snc(C(N)=O)c1N (configuration not stated)
→ /	-8	103	11	/	-9	109	1.1	103
Cc1c(C=O)c2ccccc2n1CC(=O)N1CCc2ccccc2C1
→ 15	/	97	/	-9	/	77	-0.22	97

Assay outcomes: PubChem BioAssay, several laboratories
